Screening data: PubChem BioAssay, several laboratories
C1s inh – blocks human complement C1s protease activity; purified C1s, fluorogenic AMC substrate, pooled mixtures; mean inhibition % of two 10-compound mixtures (hits give high values), % at 5 µM (by protocol); 62,000 compounds, 0.16% hits;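 active = inhibition above 20% in each of the two 10-compound mixture wells holding the compound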;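 note: 0% = enzyme wells lacking compound mixture and 100% = no-enzyme blank wells; some compounds called inactive have numbers as strong as hits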
FXIa inh mix – blocks human factor XIa in pooled compound mixtures | AID 680 | P03951 | inhibition, % at 5 µM | 62,000 compounds, 0.19% hits | purified FXIa, fluorogenic substrate;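 note: each value is inhibition by a whole ten-compound pool holding the compound; 0% = enzyme with no mixture and 100% = wells lacking enzyme; strong numbers were not always called active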
Abs 340nm – compound absorbs light at 340 nm; AID 708; fold change at 10 µM; compound absorbance at 340 nm, fold over control; 65,000 tested, under 10 active;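 active = at 10 µM dose, initial 340 nm absorbance at least 2 fold that of control wells; inactive = change under 2 fold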;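 note: initial absorbance extrapolated from kinetic A340 decline of NADH oxidation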
Cathepsin G inh – inhibitors of human cathepsin G; AID 581; P08311; inhibition, % at 5 µM (by protocol); 62,000 compounds, 0.2% hits; purified enzyme, AMC-tetrapeptide fluorescence, pooled mixtures;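 active = inhibition above 20% in each of the two mixture wells holding the compound; inactive = inhibition of 20% or less in either well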;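 note: 0% = enzyme control without mixture and 100% = blank lacking enzyme; strong numbers were not always called active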
Target sequence (P08311 21-244 limits assumed): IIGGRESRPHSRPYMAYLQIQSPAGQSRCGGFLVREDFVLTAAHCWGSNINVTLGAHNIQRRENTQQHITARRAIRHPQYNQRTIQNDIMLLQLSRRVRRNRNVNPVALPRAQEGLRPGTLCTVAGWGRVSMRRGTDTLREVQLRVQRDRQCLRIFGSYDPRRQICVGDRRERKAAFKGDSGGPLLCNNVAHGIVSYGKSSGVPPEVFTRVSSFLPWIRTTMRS
CatB block – blocks human cathepsin B protease activity; inhibition, %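 (tested at 10 µM)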; AID 453; purified cathepsin B, fluorogenic substrate, fluorescence; 63,000 compounds, 0.1% hits; in the data active = inhibition above about 21%;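 note: 0% = enzyme with no compound and 100% = no enzyme blank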
CatB mixtures – human cathepsin B inhibition by mixtures | P07858 | Purified cathepsin B, AMC dipeptide fluorescence, compound mixtures | inhibition, %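 (ten-compound pools at 5 µM per compound and 50 µM total)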 | 62,000 compounds, 0.06% hits; in the data active = inhibition above about 22%, passing the limit was not always enough; inconclusive = no clear call, values can overlap the other calls;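 note: 0% = enzyme without compound and 100% = no enzyme blank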
FXIIa mix inh – inhibitors of human coagulation factor XIIa, pooled mixtures; P00748; purified FXIIa, fluorogenic substrate; inhibition, % at 5 µM; 62,000 compounds, 0.2% hits; AID 684;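 note: 0% = enzyme without compound and 100% = no enzyme blank; some results filed as inactive read as strong as hits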
Target sequence (P00748 20-372 limits assumed): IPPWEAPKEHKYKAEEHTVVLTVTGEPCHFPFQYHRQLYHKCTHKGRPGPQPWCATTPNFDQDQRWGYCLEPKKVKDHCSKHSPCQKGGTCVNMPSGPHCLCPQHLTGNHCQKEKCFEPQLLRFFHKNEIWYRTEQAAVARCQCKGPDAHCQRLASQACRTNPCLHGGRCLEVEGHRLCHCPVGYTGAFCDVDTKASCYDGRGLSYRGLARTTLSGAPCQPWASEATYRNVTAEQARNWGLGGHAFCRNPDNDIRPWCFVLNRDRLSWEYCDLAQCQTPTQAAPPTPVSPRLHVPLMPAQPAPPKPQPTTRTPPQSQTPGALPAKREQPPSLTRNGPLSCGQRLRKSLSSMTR
Target sequence (P00748 373-615 limits assumed): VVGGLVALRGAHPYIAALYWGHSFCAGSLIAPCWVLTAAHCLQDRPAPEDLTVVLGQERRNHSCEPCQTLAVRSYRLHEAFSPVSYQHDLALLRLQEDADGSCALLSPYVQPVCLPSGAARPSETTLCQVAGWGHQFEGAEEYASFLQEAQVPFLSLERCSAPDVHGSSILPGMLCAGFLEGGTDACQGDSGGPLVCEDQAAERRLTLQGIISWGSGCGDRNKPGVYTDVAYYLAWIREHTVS
CatL inh – inhibitors of human cathepsin L; P07711; purified cathepsin L, fluorogenic substrate, fluorescence; 58,000 compounds, 0.17% hits; inhibition, %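 (tested at 10 µM)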; in the data active = inhibition above about 45%;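 note: 0% = enzyme with no compound and 100% = no enzyme blank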
Target sequence (P07711 114-288 limits assumed): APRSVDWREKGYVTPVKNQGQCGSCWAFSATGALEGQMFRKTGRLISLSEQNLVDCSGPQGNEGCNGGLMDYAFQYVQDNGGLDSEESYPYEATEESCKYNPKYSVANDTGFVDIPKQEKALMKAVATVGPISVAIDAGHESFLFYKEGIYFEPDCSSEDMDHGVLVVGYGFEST
Target sequence (P07711 292-333 limits assumed): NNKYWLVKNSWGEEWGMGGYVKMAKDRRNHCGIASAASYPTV
CatS block – inhibitors of human cathepsin S | 62,000 compounds, 0.06% hits | AID 501 | recombinant cathepsin S, AMC dipeptide fluorescence, pooled mixtures | inhibition, %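 (tested at 5 µM per compound within 10-compound mixtures)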 | P25774; in the data active = inhibition above about 32%, passing the limit was not always enough; inconclusive = no clear call, values can overlap the other calls;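 note: 0% = enzyme without compound and 100% = blank without enzyme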
An asterisk follows results filed as active; u = inconclusive; x = no result given. Cut-off read from the data, not from the text of the source, unless noted: active = inhibition above about 20% (passing the limit was not always enough); inactive = the rest.

SMILES	C1s inh	FXIa inh mix	Abs 340nm	Cathepsin G inh	CatB block	CatB mixtures	FXIIa mix inh	CatL inh	CatS block
OC1(c2cccnc2)CCN(Cc2nnnn2C2CCCCC2)CC1	8	2	1	8	3	-1	7	2	-5
C=C(C)Cn1c(C2CC(=O)N(Cc3ccccc3)C2)nc2ccccc21 (stereo not given)	2	3	1	5	-3	-3	-7	13	10
COc1ccc2[nH]cc(C(=O)CN3CCN(C4CCCCC4)CC3)c2c1	-117	-14	1.1	-12	-1	-1	-5	11	-5
c1ccc(-n2ncc3c2ncn2c(C4CCCCC4)nnc32)cc1	5	8	1	11	3	1	5	2	u
Cn1c(Cn2c(=O)sc3ccccc32)nnc1SCC(=O)NC1CCCCC1	-2	-4	1.1	11	0	1	7	12	14
N/C(COc1ccc(C(=O)O)cc1)=N\O	5	9	1	-1	1	8	7	16	9
COc1ccc(N2CCN(CCNC(=O)CCS(=O)(=O)c3cccc4nsnc34)CC2)cc1	-5	6	1	2	2	-2	10	1	-5
CCn1cc(C(=O)N2CCCC2)c(=O)c2cc(S(=O)(=O)N3CCOCC3)ccc21	-73	-25	1	-14	3	-7	-25	5	-2
COc1ccc(OC)c(Nc2nc(-c3ccc(O)c(O)c3)cs2)c1	-98	-13	1.1	-4	4	-1	18	x	-6
C=CCOC(=O)c1sc(NC(=O)c2ccco2)nc1C	6	3	1.1	11	3	2	5	-10	1
Cc1cc(C)c2c(=O)[nH]c(SCC(=O)Nc3ccccc3)nc2n1	-1	5	0.98	6	3	0	10	-4	26
CSc1nnc(-c2cnccn2)n1C	-7	4	0.99	2	2	1	4	-4	16
CC(C)N(Cc1nc(-c2ccc(Cl)cc2)no1)C(=O)c1cccs1	-53	7	1	-1	-5	4	-22	2	-14
CCOc1ccc2nc(NC(=O)CSC3=NCCS3)sc2c1	2	8	1	-2	-4	4	2	x	-7
COc1cc(C(=O)NCc2nnc(SCC(=O)N3CCC(C)CC3)o2)cc(OC)c1OC	1	4	1	5	2	4	0	-7	-1
O=C(NCC(c1cccnc1)N1CCN(c2ccc(F)cc2)CC1)c1ccc(F)cc1 (stereo not given)	-3	-3	0.99	10	3	-8	7	3	6
CCCCc1ccc(-c2ccc(C)cc2O)nc1	-2	3	1.1	-1	-4	-8	-10	0	-5
CCSc1nnc(CNc2ccc(F)cc2)n1CC1CCCO1 (stereo not given)	4	7	0.99	1	1	9	5	-6	-2
O=C(NCC1CCCO1)C1CCN(C(=O)c2ccc(Br)cc2)CC1 (stereo not given)	-17	-17	1	6	1	2	0	12	1
Cc1ccc(S(=O)(=O)N2CCC(C(=O)NCCN3CCCCCC3)CC2)cc1	8	3	0.99	16	1	8	8	6	5
COc1ccc2nc(SCC(=O)NC(C)(C)C)[nH]c2c1	12	4	0.99	5	5	4	1	19	-2
Fc1cc2ncn(Cc3ccccc3)c2cc1F	-6	4	1	-1	3	2	-17	-3	34
O=C(CSc1nc2ncc(Br)cc2[nH]1)Nc1ccc2c(c1)OCO2	5	0	1	10	3	-1	12	8	4
CC(=O)NCCOc1cccc2ccccc12	11	5	1.1	11	8	2	-13	15	13
CSc1nc(-c2ccccc2)nc(N2CCN(C)CC2)c1C(C)=O	0	7	1.1	5	-1	-1	6	-7	3
Cc1[nH]n2c(=O)cc(Cc3ccccc3)nc2c1C#N	4	-1	0.98	1	-7	5	1	8	5
CCC(=O)N(CC)c1nc(-c2ccc(OC)cc2)cs1	1	11	0.96	4	0	-1	-20	x	14
COc1c[nH]n(C2CCCCC2)c(=O)c1=O	-32	4	1	-1	x	13	11	7	24
CCN(C1CCCCC1)S(=O)(=O)c1ccc(S(=O)(=O)NCc2ccncc2)cc1	10	3	1	11	2	5	3	8	1
Cn1cccc1C(=O)OCC(=O)Nc1ccc2c(c1)CCC2	-5	2	1	-4	6	4	10	1	11
CC(=O)OC(C(=O)NC1CCCCC1)c1ccc(C#N)cc1 (stereo not given)	-10	-1	0.97	8	2	0	3	9	-2
CCOC(=O)c1ccc(Nc2cc(C)nc3nc(C)nn23)cc1	-53	2	1.1	-4	-4	-5	11	x	3
Cc1cc(Br)ccc1OCC(=O)N(Cc1nc(-c2ccccc2)no1)C(C)C	-12	-4	1	5	3	1	3	-4	-7
CC1Cc2ccccc2N1C(=O)c1ccc2c(c1)nnn2C (stereo not given)	-5	5	1	2	-1	7	3	2	24
CCOc1ccc(NC(=O)C(C)SC(N)=O)cc1 (stereo not given)	20	7	1	10	5	5	3	x	-17
CC(C)CN(C(=O)COC(=O)C12CC3CC(CC(O)(C3)C1)C2)C1CCS(=O)(=O)C1 (stereo not given)	4	3	1	-2	5	3	1	10	-10
O=C(c1cc(-c2ccccc2O)on1)N1CCc2ccccc2C1	8	3	1	4	1	-1	13	6	11
Cc1ccc(C(=O)NCc2ccc3c(c2)OCO3)cc1S(=O)(=O)N1CCOCC1	13	2	1.1	8	3	3	1	x	-1
O=C(NC1CCCCCC1)C1CCN(S(=O)(=O)N2CCC3(CC2)OCCO3)CC1	34	4	1.1	-4	8	5	1	3	9
c1ccc(CSc2nnc(NC3=NCCCCC3)s2)cc1	-1	4	1.1	1	-3	-6	1	-7	-2
Cc1onc(-c2c(Cl)cccc2Cl)c1C(N)=O	-20	-1	1	-11	1	2	0	-12	-9
O=c1c2c3nc4ccccc4nc3n(Cc3ccccc3)c2ncn1Cc1ccco1	-1	7	1.1	6	3	4	3	-163	-4
CCOC(=O)C1CCN(C(=O)c2ccc(OC)cc2OC)CC1	-4	3	1	4	-1	-4	11	3	-1
CN1CCN(S(=O)(=O)c2ccc(NC(=O)c3csc4ccccc34)cc2)CC1	-2	1	1.1	7	-2	-3	7	5	13
COc1ccc(C(=O)CSc2nnc(COc3ccccc3)n2Cc2ccco2)cc1	6	10	1	8	2	7	-15	10	17
COC(=O)CSc1nnc(CNC(=O)c2ccccc2OC)n1C	-1	7	0.98	1	-2	4	3	5	11
O=C(CCCCCN1C(=O)c2ccccc2C1=O)NCc1ccccn1	-1	10	1	-1	0	0	6	0	-3
COC(=O)c1ccc(OC)c(CSc2nnc(COc3ccccc3)o2)c1	-35	0	0.98	-1	-5	4	-10	7	0
O=C(Cc1cc(=O)oc2cc(O)ccc12)NCC1CCC(C(=O)O)CC1 (stereo not given)	-181	-67	1.1	-44	-20	-20	5	-67	-18
Cc1nnc(NC(=O)Cc2ccc(OCc3c(C)noc3C)cc2)s1	1	-3	1	9	4	-7	6	x	5
O=C(O)c1ccccc1NS(=O)(=O)c1ccccc1C(F)(F)F	-44	-8	1.1	3	1	-5	4	x	47
COC(=O)[C@H](CCSC)NC(=O)Nc1ccc(OC)cc1	13	5	1.1	13	7	2	-1	14	-1
COc1ccc(O)c(C(=O)CC(=O)c2ccc(F)cc2)c1	26	38	1.1	25	7	4	17	x	-3
Cc1nc2nc(-c3ccco3)[nH]n2c(=O)c1Cc1ccccc1	5	2	1.1	0	0	0	4	-4	2
O=C(c1ccco1)N1CCN=C1SCc1cccc(F)c1	-18	12	1	1	-1	-1	-6	16	10
CS(=O)(=O)N(CC(=O)NCc1ccco1)Cc1ccc(Cl)cc1	8	6	1	8	-1	-2	4	8	6
Cc1cc(C)cc(-n2nnc(C(=O)NCc3ccccc3Cl)c2N)c1	-8	11	0.98	10	-6	-1	1	4	0
NCCc1nnc(SCc2c(F)cccc2Cl)o1	8	10	1	-2	1	0	5	7	-1
CCOC(=O)c1ccc(NC(=O)c2cc3ccccc3o2)cc1	1	1	1	7	-1	3	-1	2	-8
CCSC1(SCC)N=C(N)C2(C#N)C(c3ccc(OC)c(OC)c3OC)C12C#N (stereo not given)	-7	6	1	-6	6	-1	9	18	11

(listing goes on)
SMILES	C1s inh	FXIa inh mix	Abs 340nm	Cathepsin G inh	CatB block	CatB mixtures	FXIIa mix inh	CatL inh	CatS block
O=C(CSc1nc2c(c(=O)n1-c1ccccc1)SCC2)N1CCN(c2ccccc2)CC1	11	7	1.1	9	1	3	5	4	1
CCOC(=O)c1ccccc1NC(=O)CSc1nc2c(c(=O)n(C)c(=O)n2C)n1C	-7	34	0.99	19	-1	-2	-10	5	0
Oc1ccccc1-c1nnc(SCCN2CCOCC2)n1Cc1ccccc1	4	4	1.1	1	-1	8	-5	-5	6
CC(=O)Nc1ccc(S(=O)(=O)N2CCCN(S(=O)(=O)c3ccc(NC(C)=O)cc3)CC2)cc1	-2	16	1	-1	-1	1	4	6	1
COc1cccc(-n2c(C)c(C(C)=O)c(C(C)=O)c2C)c1	-130	-7	1	-9	-1	-1	-3	9	-7
O=C(COC(=O)CCC(=O)c1cccs1)Nc1ccc(S(=O)(=O)N2CCOCC2)cc1	35	3	0.97	9	-2	0	3	0	-8
CCOc1ccc(-n2cnnn2)cc1S(=O)(=O)NCc1ccccc1	15	10	1	9	5	0	2	6	0
CC(C)(C)c1csc(N(CCC#N)CCC#N)n1	0	7	1	0	-4	4	16	-7	-17
Cc1cccc(C)c1NC(=O)Cn1cnc2c(=O)n(C)c(=O)n(C)c21	0	4	1	3	0	-4	6	-8	-6
CC(=O)Nc1ccc2c(c1)nc(CCN1CCN(C)CC1)n2C	4	-2	1	8	1	4	-11	4	3
COCCn1c(SCC(N)=O)nc2c(c1=O)SC(C)C2 (stereo not given)	-6	6	1.1	-3	-2	-2	0	-8	0
O=C(O)C1C2C=CC(C2)C1C(=O)NCCc1ccccc1 (stereo not given)	2	3	1	0	-2	5	3	-1	-8

The closing 4 records of the section above lead into the next:
SMILES	C1s inh	FXIa inh mix	Abs 340nm	Cathepsin G inh	CatB block	CatB mixtures	FXIIa mix inh	CatL inh	CatS block
Cc1cccc(C)c1NC(=O)Cn1cnc2c(=O)n(C)c(=O)n(C)c21	0	4	1	3	0	-4	6	-8	-6
CC(=O)Nc1ccc2c(c1)nc(CCN1CCN(C)CC1)n2C	4	-2	1	8	1	4	-11	4	3
COCCn1c(SCC(N)=O)nc2c(c1=O)SC(C)C2 (stereo not given)	-6	6	1.1	-3	-2	-2	0	-8	0
O=C(O)C1C2C=CC(C2)C1C(=O)NCCc1ccccc1 (stereo not given)	2	3	1	0	-2	5	3	-1	-8
O=C(c1cccs1)N1CCC(c2nc3ccccc3s2)CC1	3	4	1	0	-7	3	4	18	4
COC(=O)c1cc(=O)n(C2CC2)c(=NC2CC2)s1	-1	9	1	4	2	1	11	-1	1
CC(=O)NC(C)c1nc2ccccc2n1C(C)C (stereo not given)	-15	-5	1	5	1	-5	8	-7	-8
CCOc1ccc(Cc2nnc(SCC(=O)c3ccc(OC)cc3)o2)cc1	-84	-8	1	1	5	0	-2	-5	-10
CCS(=O)(=O)N1CCC(NC(C)=O)(c2ccccc2)CC1	17	12	0.98	13	3	3	3	11	0
O=C1CC(C(=O)Nc2ncccn2)C(c2ccccc2)O1 (stereo not given)	10	3	1	10	3	5	2	-1	-2
CCOc1ccccc1C(=O)NC1CC2CCCC(C1)N2C1CC1 (stereo not given)	8	5	1	8	1	2	-5	-5	-5
CCOC(=O)c1c(NC(=O)CSc2nnc(-c3cccnc3)n2Cc2ccco2)sc(C)c1C	-48	-2	1.1	-14	6	8	-21	x	12
CCN(CC)CCCNc1oc(-c2cccc(Cl)c2)nc1C#N	-48	-12	1	3	-1	-12	-18	-17	-1
O=C1C2C(C(=O)N1Cc1cccnc1)C1C=CC2C12CC2 (stereo not given)	3	7	1	2	1	-2	4	-6	-1
O=C(CCN1CCOCC1)Nc1ccc2c(c1)CCC2	-37	-6	1	10	1	1	-2	3	9
CCn1cnc2c1c(=O)n(CC(=O)Nc1cc(C)on1)c(=O)n2Cc1ccccc1	-29	4	1	7	0	27	5	-5	-10
Cc1ccc2[nH]c(C(=O)O)c(NC(=O)CN3CCN(c4cccc(C)c4C)CC3)c2c1	28	27	1	33	1	-2	10	x	6
CC(NC(=O)c1ccco1)C(=O)Nc1nc(-c2ccccn2)cs1 (stereo not given)	-59	-4	0.97	1	1	0	14	15	12

An excerpt; the hit share may differ from the screen's.
